Assay outcomes as filed in PubChem.
CSN deneddyl inh – CSN deneddylation inhibition; Q92905; Purified CSN, SCF-Nedd8-OG deneddylation, fluorescence polarization; inhibition, % at 12.5 µM; 360,000 tested, 0.38% active;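 active = pattern-corrected inhibition above about 35%, with an unprinted fluorescence ratio check between 0.5 and 1.5, limit read from the data, passing the limit was not always enough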;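 note: 0% = enzyme with substrate and 100% = substrate without enzyme; some results filed as inactive read as strong as hits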
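test system = HEK293T-derived human Csn5 enzyme | amount = 0.24 nM Csn5 enzyme, final concentration | medium = Tris/NaCl/DTT buffer, pH 7.5 | schedule = 90 min reaction at room temperature | signal = FP | evaluation = inhibition of Csn5 cleavage, % | compound dosing = single dose of 12.5 µM compound with 0.25% DMSO | probe or stimulus = 10 nM SCFSkp2-Nedd8OG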
SUMO1-SIM PPI – alters human SUMO1 binding to SIM partners | inhibition, % at 20 µM | 360,000 tested, 0.33% active | SUMO1 binding to a labelled peptide, TR-FRET, 1 h; in the data active = inhibition above about 37%
Target sequence (P63165 whole entry, looked up): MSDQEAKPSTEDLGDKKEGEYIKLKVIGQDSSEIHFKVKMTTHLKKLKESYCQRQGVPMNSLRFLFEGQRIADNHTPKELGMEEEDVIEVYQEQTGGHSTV
TbMetRS inhib – Trypanosoma brucei MetRS inhibition. AID 624268. 360,000 tested, 0.4% active. inhibition, % at 11.9 µM. purified T. brucei MetRS, ATP depletion, Kinase-Glo luminescence;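 active = inhibition above a per-plate cutoff of the control wells' mean inhibition plus 3 SD, cut at about 5.5% in these data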;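 note: 0% = DMSO wells median and 100% = median of wells with control inhibitor compound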
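Dosing: 11.9 µM single point; system: parasite MetRS enzyme; technique: luminescence of leftover ATP; times: 15 min enzyme-compound preincubation, 2 h reaction, 10 min detection, 25 °C; replicates: each compound tested once; read-out basis: percent inhibition relative to median high and low control wells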
LMPTP block – LMPTP (human) inhibition | P24666 | recombinant LMPTP-A, OMFP fluorogenic substrate, fluorescence intensity | inhibition, % at 20 µM | 360,000 tested, 0.22% active;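 active = compounds that cut the enzyme signal by at least half of the control window in the single-dose screen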;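 note: plate controls were DMSO wells with enzyme plus substrate for no effect and substrate without enzyme for full effect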
Target sequence (P24666 whole entry, looked up): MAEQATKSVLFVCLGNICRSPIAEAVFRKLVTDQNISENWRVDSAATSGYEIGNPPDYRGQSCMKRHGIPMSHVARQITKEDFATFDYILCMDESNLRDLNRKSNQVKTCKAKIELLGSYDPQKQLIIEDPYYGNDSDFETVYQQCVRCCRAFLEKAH
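Assay system: LMPTP-A phosphatase enzyme | Input: 0.625 nM enzyme | Also added: Fluorogenic phosphatase substrate OMFP at 400 µM final | Compound dosing: One test concentration per compound, 20 µM, with 3% DMSO overall | Schedule: 50 min enzyme reaction at room temperature, protected from light | Signal: Fluorescence intensity | Benchmarks: no-enzyme and uninhibited controls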
STEP inh – STEP (human) phosphatase inhibition | inhibition, % at 20 µM | recombinant STEP, OMFP fluorogenic substrate, fluorescence | 360,000 tested, 0.25% active | P54829 | AID 588621;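 active = inhibition at 20 µM, scaled per plate between control wells, above about 37%, limit read from the data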;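 note: 0% = DMSO with enzyme and substrate and 100% = substrate only without enzyme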
Target sequence (P54829 whole entry, looked up): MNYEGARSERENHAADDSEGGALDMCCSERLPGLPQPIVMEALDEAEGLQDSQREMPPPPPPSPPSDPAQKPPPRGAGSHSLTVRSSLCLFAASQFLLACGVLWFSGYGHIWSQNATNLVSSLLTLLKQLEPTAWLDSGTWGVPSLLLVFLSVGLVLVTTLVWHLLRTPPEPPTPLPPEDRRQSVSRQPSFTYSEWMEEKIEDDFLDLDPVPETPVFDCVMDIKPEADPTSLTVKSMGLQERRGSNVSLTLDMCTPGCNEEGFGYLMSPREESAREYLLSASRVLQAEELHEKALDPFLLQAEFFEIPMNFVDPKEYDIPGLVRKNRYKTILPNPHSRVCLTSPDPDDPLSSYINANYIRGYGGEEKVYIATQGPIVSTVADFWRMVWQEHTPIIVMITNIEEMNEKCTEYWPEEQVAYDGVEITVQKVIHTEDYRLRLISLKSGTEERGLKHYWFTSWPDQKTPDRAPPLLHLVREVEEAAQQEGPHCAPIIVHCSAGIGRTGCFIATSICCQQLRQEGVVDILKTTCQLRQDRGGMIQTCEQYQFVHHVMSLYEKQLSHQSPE
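Assay system: isolated STEP enzyme / Timing: 20 min at room temperature, dark / Doses: 20 µM, 1% DMSO / Technique: fluorescence intensity, excitation 480 nm, emission 540 nm / Reagent: fluorogenic phosphatase substrate OMFP at 25 µM final / Measure: percent inhibition scaled to no-enzyme and uninhibited-enzyme controls, plate-pattern corrected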
Scp-1 inhibitor – blocks human Scp-1 phosphatase activity. Q9GZU7. 340,000 tested, 0.88% active. inhibition, % at 20 µM. Recombinant Scp1, phosphopeptide, malachite green phosphate absorbance;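 active = inhibition above about 50% at 20 µM, limit read from the data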;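 note: plate controls were DMSO wells with enzyme for no effect and wells lacking enzyme for full effect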
Target sequence (Q9GZU7 76-261 limits assumed): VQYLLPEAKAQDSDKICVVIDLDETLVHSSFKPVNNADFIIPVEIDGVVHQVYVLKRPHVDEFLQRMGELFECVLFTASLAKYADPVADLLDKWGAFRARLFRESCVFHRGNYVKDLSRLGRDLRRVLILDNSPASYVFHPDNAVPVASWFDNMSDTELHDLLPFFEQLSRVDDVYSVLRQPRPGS
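Material: truncated SCP-1 phosphatase (76-261aa) / Buffer or medium: 50 mM Tris acetate pH 5.5, 0.005% Tween-20, 10 mM MgCl2 / Compound dosing: one concentration, 20 µM, with 1.0% DMSO / Incubation: 45 min room-temperature reaction, 5 min colour, 30 min stabiliser / Detection: colorimetric free-phosphate detection, absorbance 630 nm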
MsrA inh – bovine MsrA inhibition. purified bovine MsrA, absorbance read-out. AID 651718. inhibition, % at 15.5 µM. 360,000 tested, 0.75% active; in the data active = inhibition above about 4.5%;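 note: 0% = vehicle wells with enzyme and 100% = reference inhibitor wells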
DNMT1 block – inhibitors of human DNMT1; P26358; DNMT1 molecular beacon, Hinp1I cleavage, fluorescence; inhibition (reported as % activation of signal), % at 10 µM; 360,000 tested, 0.83% active; AID 588458; in the data active = inhibition above about 50%
NadD inh – inhibitors of Staphylococcus aureus NadD; purified NadD enzyme, colorimetric absorbance read-out; inhibition, % at 20 µM; 360,000 tested, 0.78% active; AID 602399; in the data active = inhibition above about 26%; note: some compounds past the cut are filed as inactive
Rpn11 block – inhibitors of human proteasome Rpn11. calls only at 20 µM. 360,000 tested, 0.59% active. human 26S proteasome, Ub4-pepOG fluorescence polarization; 20S core pre-blocked with epoxomicin;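 active = inhibition at 20 µM, scaled to each plate's controls, above about 33%, limit read from the data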
The depositor's hits bear a star; i = inactive; nt = no result given.

SMILES | CSN deneddyl inh | SUMO1-SIM PPI | TbMetRS inhib | LMPTP block | STEP inh | Scp-1 inhibitor | MsrA inh | DNMT1 block | NadD inh | Rpn11 block
COCCNC(=O)C(c1ccc(F)cc1)N(C(=O)CCC(=O)Nc1nccs1)c1cccc(C)c1 (configuration not stated) | 1.1 | -0.5 | -0.2 | -0.8 | 2.3 | -1.7 | -0.6 | 2.4 | -6.2 | i
Cc1occc1-c1nnc(SCC(=O)N2CCN(c3ccccc3)CC2)n1C | -0.8 | 1.1 | -0.6 | -0.7 | 0.3 | 3.3 | -0.4 | 2.4 | 3.2 | i
Cc1cccc(NC(=O)CN(C)S(=O)(=O)c2ccc(Br)cc2)n1 | -5.6 | -1.6 | -1.1 | -0.3 | -0.5 | -3.8 | 0.9 | 3.6 | -9.9 | i
COc1ccc(C(=O)CC(=O)C(=O)Nc2c(C)cccc2C)cc1 | 1.9 | -11.5 | -1.5 | 1.5 | 2.7 | -19.8 | 2.3 | 0.0 | 3.5 | i
CC1Cn2c(nnc2-c2ccc(F)cc2)S1 (configuration not stated) | -1.4 | -0.6 | -0.8 | -1.2 | -0.1 | 3.4 | 0.3 | 0.9 | 2.5 | i
Cc1cc(OCC(=O)NCCCN2CCOCC2)c2c(C)c(C)c(=O)oc2c1 | 1.2 | -5.1 | 0.0 | -0.9 | -1.1 | -5.7 | 0.1 | 3.8 | -4.2 | i
Cc1ccc(C(=O)NCCCCNC(=O)c2ccc(C)o2)o1 | -3.7 | -1.1 | -0.2 | -3.8 | 2.9 | 5.6 | 0.2 | 2.2 | 4.3 | i
Cc1cccc(N2CCN(C(=O)NC3CCCCC3)CC2)c1C | 0.3 | 1.0 | -0.5 | 0.5 | 2.4 | 0.4 | -0.5 | 0.0 | -4.9 | i
CCOC(=O)c1cc(NC(=O)N(CC)C2CCCCC2)c(C)nc1C | 1.2 | 3.2 | -0.8 | 0.1 | -3.1 | 2.2 | nt | 3.4 | -2.2 | i
C=CCn1c(=O)c2ccccc2n2c(SCC(=O)NCCc3ccccc3)nnc12 | 4.0 | 2.3 | -0.1 | 1.6 | -2.2 | 2.5 | 1.2 | -1.9 | -1.3 | i
CC(Sc1nnnn1C1CC1)C(=O)N1c2ccccc2NC(=O)C1(C)C (configuration not stated) | 2.6 | 0.8 | -0.3 | -0.1 | 1.6 | 4.8 | -0.6 | -1.2 | -2.5 | i
CN1CCC(C(=O)N2CCCC(C(=O)c3ccc4c5c(cccc35)CC4)C2)CC1 (configuration not stated) | 4.0 | -9.2 | -0.6 | 0.2 | -2.6 | 2.9 | 0.5 | -2.7 | -2.0 | i

3 structures from above, arranged by length of the SMILES, highest first:
SMILES | CSN deneddyl inh | SUMO1-SIM PPI | TbMetRS inhib | LMPTP block | STEP inh | Scp-1 inhibitor | MsrA inh | DNMT1 block | NadD inh | Rpn11 block
CN1CCC(C(=O)N2CCCC(C(=O)c3ccc4c5c(cccc35)CC4)C2)CC1 (configuration not stated) | 4.0 | -9.2 | -0.6 | 0.2 | -2.6 | 2.9 | 0.5 | -2.7 | -2.0 | i
Cc1occc1-c1nnc(SCC(=O)N2CCN(c3ccccc3)CC2)n1C | -0.8 | 1.1 | -0.6 | -0.7 | 0.3 | 3.3 | -0.4 | 2.4 | 3.2 | i
CC1Cn2c(nnc2-c2ccc(F)cc2)S1 (configuration not stated) | -1.4 | -0.6 | -0.8 | -1.2 | -0.1 | 3.4 | 0.3 | 0.9 | 2.5 | i

Other results
SMILES | CSN deneddyl inh | SUMO1-SIM PPI | TbMetRS inhib | LMPTP block | STEP inh | Scp-1 inhibitor | MsrA inh | DNMT1 block | NadD inh | Rpn11 block
CCc1ccc(/C=C(\C)C(=O)c2c(C)cc(C)[nH]c2=O)cc1 | -3.8 | -0.3 | -0.6 | -1.3 | -0.7 | -3.9 | 1.9 | 10.4 | 4.6 | i
O=C(/C=C/c1cccs1)NC(=S)Nc1ccc(S(=O)(=O)Nc2ccccc2C(F)(F)F)cc1 | -0.1 | -1.6 | -0.9 | 3.2 | 2.1 | -10.9 | 0.2 | -19.9 | 15.5 | i
CC(NC(=O)c1ccc(Cn2cc([N+](=O)[O-])cn2)o1)c1ccccc1 (configuration not stated) | 5.2 | -7.8 | -0.2 | -0.2 | -1.3 | -2.2 | -1.1 | 0.3 | 0.8 | i
O=C(COc1ccc(F)cc1Br)NCC1(N2CCOCC2)CCCCC1 | -5.3 | 0.4 | -0.5 | 0.0 | -4.6 | -2.5 | -0.2 | 4.2 | 0.2 | i
Cc1ccc(NC(=O)Nc2ccc3c(c2)OCO3)c(OC(F)F)c1 | 3.3 | 3.7 | -0.4 | 1.3 | 1.7 | -7.2 | -0.5 | -0.3 | -6.0 | i
Cc1ccccc1OCC(=O)NC(=S)Nc1ccc(Br)c(C)n1 | 1.2 | 1.9 | 0.5 | -1.4 | -0.9 | -4.6 | -0.4 | 5.9 | 6.0 | i
COc1ccc(CC(=O)NNC(=O)c2cccs2)cc1OC | 1.9 | 1.7 | -0.7 | 0.5 | -0.9 | -3.2 | -0.6 | 5.2 | -4.0 | i
O=C(c1ccco1)N1CCN(C(=O)C2CC(=O)N(c3ccc(Cl)cc3)C2)CC1 (configuration not stated) | -3.6 | 1.4 | -0.3 | -1.2 | -0.7 | 3.1 | 0.9 | 0.3 | -1.6 | i
CC1(C(=O)NS(=O)(=O)c2ccccc2Cl)CCN1C(=O)CCc1cccs1 (configuration not stated) | 3.4 | 5.5 | -0.3 | -2.0 | -2.0 | nt | 0.8 | 3.5 | -1.7 | i
CCSc1nnc(CNC(=O)C23CC4CC(CC(C4)C2)C3)n1Cc1ccccc1 | 0.8 | -3.0 | -0.4 | -0.3 | 0.6 | -5.3 | 0.6 | -0.7 | 1.6 | i
CCN1C(=O)C(Cc2nc3ccccc3c(=O)n2-c2ccccc2)c2ccccc21 (configuration not stated) | 7.6 | -2.0 | -0.8 | -0.3 | -3.3 | -4.7 | -0.4 | -1.2 | 3.0 | i
CCN(CC)C(=O)C[n+]1cccc(C(N)=O)c1 | 3.0 | -2.2 | -0.4 | -2.1 | -1.9 | -1.2 | 1.3 | -2.4 | -2.7 | i
Cc1ccccc1OCC(=O)NCCCNC(=O)c1cccnc1 | 0.6 | 6.8 | 0.0 | -0.4 | -4.6 | -7.1 | 0.4 | 1.2 | -10.4 | i
O=C(CCNc1ccc(Cl)c(C(F)(F)F)c1)c1ccco1 | 0.3 | -7.3 | 0.3 | 3.9 | -1.8 | 0.2 | -0.4 | -2.9 | -0.1 | i
O=C(N=Nc1c(O)n(Cc2ccccc2)c2ccccc12)c1ccc(O)cc1 | -12.7 | -10.0 | 1.1 | 0.2 | 1.0 | -14.1 | 2.7 | -5.4 | 28.5 | i
CC(C)(C)C1(C)OC(C(N)=O)C(C(N)=O)O1 (configuration not stated) | 5.0 | 1.5 | -0.3 | 0.6 | -1.9 | -2.3 | -1.7 | -0.4 | -1.8 | i
Clc1ccccc1-c1nc2ccccc2[nH]1 | 3.7 | -0.4 | -0.4 | 0.9 | 0.6 | 26.0 | -1.6 | -6.2 | -1.1 | i
CCOCCc1nnc(NC(=O)CCc2ccccc2)s1 | 3.5 | 3.4 | -0.8 | 2.9 | -1.9 | -1.1 | 1.2 | 12.1 | -3.7 | i
CCCS(=O)(=O)NC(=O)C1(C)CCCN(C(=O)c2ccc(C#N)cc2)C1 (configuration not stated) | 3.3 | 3.6 | 0.1 | -2.2 | 1.7 | nt | -0.5 | 6.1 | -1.4 | i
Cc1cc2n(n1)SC(Nc1ccc(F)cc1)N2 (configuration not stated) | 1.4 | -4.0 | -0.7 | -1.0 | 3.2 | -2.5 | 2.3 | 2.6 | 2.7 | i
COc1ccc(CN2C[C@@H](CO)O[C@@H](n3cnc4c(NCc5ccncc5)ncnc43)C2)cc1 | -4.5 | 0.1 | -0.5 | 1.1 | -0.8 | nt | -1.5 | 4.4 | 2.1 | i
CC(C)CNc1ncnc2c1ncn2[C@H]1CN(Cc2ccc3c(c2)OCO3)C[C@@H](CO)O1 | -5.2 | -7.8 | -0.3 | 1.7 | 0.8 | nt | 0.1 | 5.5 | -0.8 | i
CC1CC2=C(NC(=S)NC2c2cccc(F)c2)/C(=C/c2cccc(F)c2)C1 (configuration not stated) | 1.0 | -1.1 | -1.0 | 0.0 | -1.2 | -0.3 | 1.4 | -0.5 | 29.7 | i
O=C(O)c1cc(Br)ccn1 | -3.0 | 2.2 | -0.5 | -0.3 | 2.8 | -8.9 | 3.5 | -0.7 | -1.0 | i
COc1ccc(CCNS(=O)(=O)c2cc(/C=C/C(=O)O)ccc2C)cc1OC | -9.9 | 0.1 | 0.0 | -0.6 | 1.5 | 1.4 | 0.4 | 1.0 | -1.0 | i
CN(C)c1nc(N)nc(-c2cccnc2)n1 | -2.8 | 2.2 | -1.6 | -1.2 | -1.1 | 1.1 | -0.6 | -1.4 | -1.8 | i
COc1ccccc1CNC(=O)COC(=O)C1CCN(c2ccc(C(F)(F)F)cn2)CC1 | 2.4 | 3.7 | -0.6 | 2.2 | 0.8 | -6.6 | 0.9 | 8.7 | 1.1 | i
COc1ccc(CNC(=S)Nc2cccc(C)c2)cc1 | 1.6 | 1.4 | -1.2 | -1.2 | 0.0 | -2.0 | 0.3 | -4.6 | 0.9 | i
O=C(Cc1cccs1)N1CCC(c2nc3c(nnn3Cc3ccccc3Cl)c(=O)[nH]2)CC1 | 0.7 | 2.4 | -1.0 | -0.2 | -5.1 | 9.6 | -0.6 | 3.1 | -2.1 | i
CC(=O)c1cccc(Nc2ncnc3ccc(Br)cc23)c1 | 6.7 | -2.0 | 0.3 | 1.2 | 3.4 | -3.0 | 1.3 | 3.6 | -3.4 | i
O=C(CSc1ccc(/C=N/NC(=O)c2cccc(F)c2)o1)Nc1ccccc1 | -0.9 | -13.4 | 0.4 | 0.9 | -3.2 | -3.7 | 4.2 | -0.9 | -2.3 | i
O=C(O)Cc1ccc2oc(-c3ccccn3)nc2c1 | 9.1 | 1.9 | -2.0 | -1.0 | -3.0 | 11.5 | 1.0 | 0.7 | -6.0 | i
CC(=O)NC(Cc1ccccc1F)C(=O)NC1CCN(C(=O)NCc2ccccc2)CC1 (configuration not stated) | -4.2 | 4.4 | 0.1 | -1.4 | 0.8 | -7.1 | 0.6 | 1.4 | -2.5 | i
c1ccc(-c2ccc(C(c3ccccc3)n3ccnc3)cc2)cc1 (configuration not stated) | 2.0 | 6.8 | -2.3 | 2.6 | 1.7 | -14.5 | 2.6 | -0.3 | 14.8 | i
